KDM5B inhibitor: blocks human KDM5B histone demethylase activity; Q9UGL1; KDM5B demethylase, FDH-coupled NADH fluorescence (FDH is formaldehyde dehydrogenase); Potency, µM (highest dose often 57.7 µM), for inactives: at the top dose activity change, negative = inhibition, hits mostly inhibitors; 220,000 compounds, 2.6% hits; AID 1347165; active = well fitted inhibition curve with a large enough effect; inconclusive = small, poorly fitted or top-dose-only effect; inactive = no such curve, though single readings can be large or run the other way; also: 0% is about no effect; nearly all actives have a fitted effect of over 70% in size
Target sequence (Q9UGL1 whole entry, looked up): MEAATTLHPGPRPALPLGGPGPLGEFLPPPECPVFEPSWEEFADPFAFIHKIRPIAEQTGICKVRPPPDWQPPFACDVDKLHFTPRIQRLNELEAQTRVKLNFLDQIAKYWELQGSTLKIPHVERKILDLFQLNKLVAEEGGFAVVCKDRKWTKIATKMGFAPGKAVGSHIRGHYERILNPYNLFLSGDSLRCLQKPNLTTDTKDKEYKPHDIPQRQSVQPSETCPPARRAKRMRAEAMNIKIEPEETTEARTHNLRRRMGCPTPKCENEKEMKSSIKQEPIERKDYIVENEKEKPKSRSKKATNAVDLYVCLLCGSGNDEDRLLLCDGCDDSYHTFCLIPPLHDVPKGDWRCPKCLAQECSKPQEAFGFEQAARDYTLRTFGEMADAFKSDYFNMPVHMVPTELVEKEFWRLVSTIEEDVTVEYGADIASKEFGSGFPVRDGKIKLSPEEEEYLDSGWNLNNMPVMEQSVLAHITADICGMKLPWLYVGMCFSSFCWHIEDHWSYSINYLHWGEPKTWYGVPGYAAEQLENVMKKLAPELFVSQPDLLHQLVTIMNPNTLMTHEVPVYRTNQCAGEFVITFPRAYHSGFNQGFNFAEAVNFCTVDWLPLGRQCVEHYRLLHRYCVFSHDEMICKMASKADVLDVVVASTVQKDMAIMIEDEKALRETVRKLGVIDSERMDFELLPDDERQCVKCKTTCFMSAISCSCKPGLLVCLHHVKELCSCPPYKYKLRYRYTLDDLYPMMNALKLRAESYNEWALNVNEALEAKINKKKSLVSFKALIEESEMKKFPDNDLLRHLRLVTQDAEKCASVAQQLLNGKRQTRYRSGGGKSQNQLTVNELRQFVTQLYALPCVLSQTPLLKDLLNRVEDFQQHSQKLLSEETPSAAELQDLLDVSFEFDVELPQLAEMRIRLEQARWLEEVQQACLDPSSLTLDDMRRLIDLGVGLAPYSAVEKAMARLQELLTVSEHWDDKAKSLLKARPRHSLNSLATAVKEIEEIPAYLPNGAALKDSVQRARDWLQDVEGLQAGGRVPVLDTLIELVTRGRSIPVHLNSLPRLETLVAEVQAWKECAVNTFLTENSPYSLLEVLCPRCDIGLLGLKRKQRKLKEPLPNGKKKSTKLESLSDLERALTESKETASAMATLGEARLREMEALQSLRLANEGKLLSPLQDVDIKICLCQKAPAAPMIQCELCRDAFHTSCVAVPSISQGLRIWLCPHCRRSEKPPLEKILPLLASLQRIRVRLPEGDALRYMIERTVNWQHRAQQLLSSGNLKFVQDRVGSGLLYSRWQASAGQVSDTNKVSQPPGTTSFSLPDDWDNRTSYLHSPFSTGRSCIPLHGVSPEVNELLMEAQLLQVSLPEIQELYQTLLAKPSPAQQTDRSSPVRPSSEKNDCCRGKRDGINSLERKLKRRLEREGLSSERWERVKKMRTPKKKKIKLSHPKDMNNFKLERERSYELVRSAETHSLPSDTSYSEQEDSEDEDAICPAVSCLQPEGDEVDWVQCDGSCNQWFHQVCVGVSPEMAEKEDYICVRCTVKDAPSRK
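Measured: NADH fluorescence change, 30 min, RT. System: KDM5BΔAP 200 nM final, H3K4me3 peptide, α-KG, Fe(II), ascorbate, NAD⁺ plus FDH, pH 7.5 HEPES. Compounds: titrated, 10 min pre-incubation with enzyme.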
Active calls of the source: *; ? = inconclusive; & = joins results of further samples; [ ] = remark or other dose. Potency is read from the fitted curve at half-maximal effect. Some of the compounds tested; rates above refer to the full screens.

The opening four entries, ahead of the listing:
SMILES | KDM5B inhibitor
CCc1ccccc1N(C)C(=O)Cn1cnc2sc(C)c(S(=O)(=O)N3CCN(c4ncccn4)CC3)c2c1=O | -26%
O=c1c2sccc2ncn1Cc1coc(-c2cccc(Cl)c2)n1 | -8%
COc1cccc(CNC(=O)CN2CC3CC(C2)[C@H]2CCCC(=O)N2C3)c1OC (stereo not given in full) | -3%
Cc1ccc(C)c(NC(=O)N2CCCC(Cn3cnc4cccnc43)C2)c1 (stereo not given) | 11%

This part in full, from the first entry:
SMILES | KDM5B inhibitor
CCc1ccccc1N(C)C(=O)Cn1cnc2sc(C)c(S(=O)(=O)N3CCN(c4ncccn4)CC3)c2c1=O | -26%
O=c1c2sccc2ncn1Cc1coc(-c2cccc(Cl)c2)n1 | -8%
COc1cccc(CNC(=O)CN2CC3CC(C2)[C@H]2CCCC(=O)N2C3)c1OC (stereo not given in full) | -3%
Cc1ccc(C)c(NC(=O)N2CCCC(Cn3cnc4cccnc43)C2)c1 (stereo not given) | 11%
CC(c1cccs1)N(C)Cc1ccc(OC(F)(F)F)cc1 (stereo not given) | 30%[86.2 µM]
O=C(COCc1cc(-c2ccco2)on1)Nc1ccc(OC(F)(F)F)cc1 | -14%
Cc1cnc(C)c(-c2cc(O)c3c(c2)CN(C(=O)c2cc(C)[nH]n2)CCO3)n1 | 24%
COC[C@@H]1CN(C(=O)c2cc(OC)cc(OC)c2)C[C@H]1c1ccncc1 | -1%
O=C(NC1CCCCC1)C1CC(c2c(F)cccc2Cl)=NO1 (stereo not given) | 15%
CCOc1ccc(S(=O)(=O)Nc2cc(Cl)ccc2OC)c2cccnc12 | ?
COc1ccc(Cl)cc1NC(=O)C1CCN(S(=O)(=O)c2ccc3c(c2)CCCN3C(=O)C2CCC2)CC1 | 16%
Cc1c(-c2ccccc2)n(Cc2ccccc2)c2ccccc12 | 25%
O=C(CCN=C1NS(=O)(=O)c2ccccc21)N(Cc1ccccc1F)C1CC1 | 5%
CC(C)(C)c1ccc(C(=O)N2CCC(c3nc(C4CCOC4)no3)CC2)cc1 (stereo not given) | -13%
CCOC(=O)c1cc(-c2ccc(F)cc2)n(CCC(=O)Nc2nc3ccc(OC)cc3s2)c1C | ?
O=[S+]1([O-])NC2(CCN(Cc3ccc(C(F)(F)F)cc3)CC2)CNc2ccccc21 | 1%
NS(=O)(=O)c1ccc(Sc2ccccn2)c([N+](=O)[O-])c1 | 21%
CC[C@@H]1[C@@H](NC(=O)C2(c3ccc(S(C)(=O)=O)cc3)CCC2)[C@@H]2CCO[C@H]12 | -11%
CC(C)Cn1c(=O)c2ccccc2n2c(SCC(=O)Nc3ccccc3F)nnc12 | -9%
COc1ccc(Cl)cc1NC(=O)COc1ccccc1F | 13%
O=C(O)Cn1c(=O)c2c3c(sc2n(Cc2ccc(F)cc2)c1=O)CCC3 | 19%
N#Cc1ccc(C(=O)N2CCCOCCNC(=O)CC2)cc1 | -6%
Cc1cccc(CN2CCC3(CC2)OC(=O)N(Cc2cccnc2)C3(C)c2ccccc2)c1 (stereo not given) | -10%
Cn1c(Sc2ncc(C(F)(F)F)cc2Cl)nnc1-c1ccccc1 | -10%
COC(=O)c1ccc(NC(=O)CSc2cn(CC(=O)N3CCCCC3)c3ccccc23)cc1 | -24%

Five of the compounds above, in markdown:
| SMILES | KDM5B inhibitor |
| --- | --- |
| O=[S+]1([O-])NC2(CCN(Cc3ccc(C(F)(F)F)cc3)CC2)CNc2ccccc21 | 1% |
| NS(=O)(=O)c1ccc(Sc2ccccn2)c([N+](=O)[O-])c1 | 21% |
| CC[C@@H]1[C@@H](NC(=O)C2(c3ccc(S(C)(=O)=O)cc3)CCC2)[C@@H]2CCO[C@H]12 | -11% |
| CC(C)Cn1c(=O)c2ccccc2n2c(SCC(=O)Nc3ccccc3F)nnc12 | -9% |
| COc1ccc(Cl)cc1NC(=O)COc1ccccc1F | 13% |

More structures:
SMILES | KDM5B inhibitor
O=C(O)C(c1c[nH]c2cc(F)ccc12)N1CCN(C2=Nc3ccccc3Oc3ccccc32)CC1 (stereo not given) | -16%
CC(C)OCCCNC(=O)CCc1ncc(-c2ccc(F)cc2F)o1 | 5%
COCCNC(=O)C1CN(c2cccc(Cl)c2)C(=O)N1 (stereo not given) | -8%&-12%[86.2 µM]
NC(=O)Cc1c[nH]c2ncc(-c3ccc4c(c3)OCO4)cc12 | 35µM*
CC(C)CN1C(=O)c2cccn2CC1C(=O)N1CCN(Cc2ccc3c(c2)OCO3)CC1 (stereo not given) | 16%
CCN(CC(=O)Nc1ccccc1C(F)(F)F)C(=O)Cc1ccc2c(c1)CCC2 | 2%
O=C(Cn1nc2n(c1=O)CCCC2)N1CCN(c2ccc(F)cc2)CC1 | -23%
Cc1[nH]c2ccc(C(=O)NCC(=O)NC(C)C)cc2c1C | 12%
CCCc1noc(-c2cccn3c(CNC(=O)c4ccc(OCC)cc4)nnc23)n1 | -18%
CCN(C(=O)Cc1c(C(=O)O)n(C)c2ccccc12)c1cc(OC)ccc1OC | 0%
CC(C)CCN1CCc2nc(C(=O)Nc3ccc(Cl)cc3)oc2CC1 | -20%[86.2 µM]
O=C(Cn1cc(S(=O)(=O)N2CCCC2)c(S(=O)(=O)N2CCCC2)c1)Nc1ccc(F)cc1 | 4%
CCCCCc1ccc(-c2ccc(C(=O)Oc3ccc(CC)cc3)cc2)nc1 | 36%[activator]
CN(C(=O)c1ccc2c(c1)C(=O)c1ccccc1-2)C1CCCc2ccccc21 (stereo not given) | -1%
CCC(=O)Nc1c(C(=O)N2CCN(c3ccc(F)cc3)CC2)oc2ccccc12 | -15%
FC(F)(F)c1cnc(Sc2nnc3ccccn23)c(Cl)c1 | 26%
O=C(Cc1ccncc1)N1CCC2(CC1)NCCc1c2[nH]c2ccccc12 | -14%
Cc1ccc(C(=O)N(Cc2cccs2)C2CC2)o1 | 13%
CC(=O)c1ccc(N2CCN(C(=O)c3csc(-c4ccc(Cl)cc4)n3)CC2)cc1 | -4%
COCCCN1CC2(CCC1=O)CCN(Cc1nonc1C)CC2 | ?
CC(=O)Nc1ccc(C(=O)N2CCCN(c3cc(-c4ccccc4)[nH]n3)CC2)cc1 | 16%
COc1ccc(-n2c(=O)c3sc4ccccc4c3n(Cc3ccccc3)c2=O)cc1 | -15%
O=C(CSCc1ccc(F)cc1Br)Nc1ccc2c(c1)OCCO2 | -18%
O=C(Nc1ccc2c(c1)CN(Cc1ccccc1F)C(=O)CO2)c1ccc(F)cc1 | -1%
CC(C)(C)c1ccc(C(=O)NCC(c2cccs2)N2CCCC2)cc1 (stereo not given) | 7%

Overlap with the part before: six compounds, followed by the next part.
SMILES | KDM5B inhibitor
COCCCN1CC2(CCC1=O)CCN(Cc1nonc1C)CC2 | ?
CC(=O)Nc1ccc(C(=O)N2CCCN(c3cc(-c4ccccc4)[nH]n3)CC2)cc1 | 16%
COc1ccc(-n2c(=O)c3sc4ccccc4c3n(Cc3ccccc3)c2=O)cc1 | -15%
O=C(CSCc1ccc(F)cc1Br)Nc1ccc2c(c1)OCCO2 | -18%
O=C(Nc1ccc2c(c1)CN(Cc1ccccc1F)C(=O)CO2)c1ccc(F)cc1 | -1%
CC(C)(C)c1ccc(C(=O)NCC(c2cccs2)N2CCCC2)cc1 (stereo not given) | 7%
COc1ccccc1-c1nc(SCc2cc(=O)n3c4c(sc3n2)CCCC4)n[nH]1 | 15%
CN(CC(=O)NCc1nc(-c2ccccc2Cl)no1)S(=O)(=O)c1ccc2ccccc2c1 | -1%
O=C(NCCc1c[nH]c2ccc(Cl)cc12)c1c(F)cccc1F | -8%
CN1c2cc(C(=O)N3CCN(c4ccccc4F)CC3)ccc2C(=O)N2CCCCCC21 (stereo not given) | ?
CCN(Cc1ccccc1)Cc1c(O)ccc2c(=O)c(-c3ccc(Cl)cc3)coc12 | 4%
CCC(=O)N1CCN(c2nc3c(s2)CC(C(=O)N2CCN(CC)CC2)CC3)CC1 (stereo not given) | ?
O=C(NCc1cccs1)c1ccccc1-c1ccccc1 | 6%
Cc1ccc(NC(=O)Cn2c(=O)n(Cc3ccco3)c(=O)c3ccccc32)cc1 | -23%
CN1C(=O)C(c2ccccc2)CC12CCN(Cc1ccc(F)c(F)c1)CC2 (stereo not given) | ?
COC(=O)c1ccc(NC(=O)C(=O)NCCc2sc3nc(-c4ccc(OC)cc4)nn3c2C)cc1 | 1%
O=S(=O)(c1ccc2c(c1)CCC2)N1CCC(Cc2nc(-c3ccncc3)n[nH]2)C1 (stereo not given) | 4%
COc1ccc(-c2cc(-c3ccc4c(c3)NC(=O)CO4)nc3c2COc2ccc(F)cc2-3)cc1 | -3%
CC1CCC(C(=O)Nc2ccc3ccccc3c2)CC1 (stereo not given) | -9%
Cc1ccc(NC(=O)NC(=O)CN(C)c2ccccc2)c(C)c1 | 23%
CC(=O)c1c(C)c(C)cc(C)c1C | -4%
COc1ccc(CCn2c(=O)c3cccnc3n(CC(=O)Nc3c(C)cccc3C)c2=O)cc1OC | -2%
CCOc1ccc(OCC)c(NC(=O)CCc2c(C)nc3c(c2C)c(=O)n(C)c(=O)n3C)c1 | -25%
Cc1cccc(OCC2CCCN(c3ncncn3)C2)c1 (stereo not given) | 19%
Cc1cccc(C(=O)N2CCCC(c3cc(N4CCOCC4)ncn3)C2)c1 (stereo not given) | 31%[activator]
Cc1ccc(F)c(CN2CCC3(CCNCC3)C2)c1Cl | 17%
COc1ccc(OC)c(NC(=O)COC(=O)c2cc(S(=O)(=O)N3CCOCC3)ccc2F)c1 | 2%
Cc1nc2nc(NCc3cc(F)cc(F)c3)[nH]n2c(=O)c1C | -1%
CC1CCCC(NC(=O)c2ccc3c(Cl)c4c(nc3c2)CCC4)C1C (stereo not given) | 1%
O=C1NC2(CCCN(Cc3ccsc3)C2)Oc2ccccc21 (stereo not given) | -26%[86.2 µM]
CO[C@@]1(C)C[C@@H](O)C12CCN(C(=O)CSc1ccccc1C)CC2 | -15%
SMILES | KDM5B inhibitor
CC(C)C(CCNC1CCN(C)CC1)c1ccc(Cl)cc1 (stereo not given) | ?
O=C(O)COCC(=O)Nc1ccc(-n2nc(C(F)(F)F)cc2-c2cccs2)cc1 | ?
Cc1nc2ccc(Cl)cc2cc1C(=O)N(C)C(C)c1ccccc1 (stereo not given) | -9%
COc1ccccc1NC1CN(C(=O)OC(C)(C)C)C1 | ?
COc1ccc(-c2[nH]ncc2-c2ccccc2)c(O)c1 | -9%
N#Cc1cccc(C(=O)NC2CCc3nnc(C4CC4)n3CC2)c1 (stereo not given) | -29%
CNC(=O)c1cc(-c2ccc(OC)nc2)cc2c1OCCN2Cc1cccnc1 | 28µM*
CCOCCCNc1ncnc2c1CN(C1CCNC1)C(=O)CN2C (stereo not given) | ?
CC(C)c1ccc2c(c1)-c1ccccc1S(=O)(=O)N2CC(=O)NCc1cccnc1 | 17%
Cc1nc(SCc2nc(-c3ccc(Cl)cc3)oc2C)[nH]c(=O)c1C | 30%
O=C1CSC2(C(=O)N(Cc3ccccc3)c3ccccc32)N1c1ccc(Cl)cc1 (stereo not given) | -7%
COc1ccc(C)cc1-n1nnc(C(=O)Nc2ccc(Br)cc2)c1C | -3%
CC(C)(C)CC(=O)NCC(=O)C(C#N)c1ccc2ccccc2n1 (stereo not given) | -3%
COc1ccc(C(=O)Nc2c(C)nc(Nc3ccc(C)cc3)nc2Nc2ccc(C)cc2)cc1OC | 18%
Cc1ccc(C(=O)N2CCC(N3Cc4cnc(C)n4C3=O)CC2)cc1 | ?
COc1ccc(C2CCCN2C(=O)c2ccc(-n3cccn3)cc2)c(OC)c1 (stereo not given) | 21%
CCc1ccc(S(=O)(=O)NCc2cccs2)cc1 | 12%
COc1ccc(C2=NS(=O)(=O)N(C)C(C(=O)NCc3ccccc3)=C2)cc1OC | -13%
Cc1ccc(S(=O)(=O)NC(CO)C(=O)O)cc1 (stereo not given) | 17%
CC(=O)C1=CC[C@H]2[C@@H]3CC=C4C[C@@H](O)CC[C@]4(C)[C@H]3CC[C@]12C | 5%
CCc1cn(C[C@H](NC(=O)COC)C(=O)O)c(=O)[nH]c1=O | -3%[86.2 µM]
CCN(CC)CCNc1ncnc2c1oc1nc(C)c3c(c12)CC(C)(C)OC3 | ?
CC1CCCC(NC(=O)/C=C/c2c(F)cccc2Cl)C1C (stereo not given) | -10%
O=C(NCC(c1ccc2c(c1)OCO2)N1CCOCC1)C(=O)Nc1ccc(Cl)cc1 (stereo not given) | 4%
CCCNC(=O)CSc1cn(CC(=O)N2CCCCCC2)c2ccccc12 | -27%
SMILES | KDM5B inhibitor
CCn1ncc(N2CCC(NC(=O)c3sccc3C)CC2)cc1=O | -10%
N#Cc1cccc(CSc2nccc(C(F)(F)F)n2)c1 | -3%
COCCn1c(C)cc(O)c(C(c2ccc(F)cc2)N2CCN(c3ccccc3)CC2)c1=O (stereo not given) | -17%
CN1CCC(Oc2ccc(C(=O)NCCc3ccccn3)cn2)CC1 | -21%
Cc1cc(OCC(=O)Nc2ccc3c(c2)OCCO3)c2c(C)cc(=O)oc2c1 | -8%
CCCN(CCC)CCCNC(=O)Cn1ncc2c3ccccc3n(Cc3ccc(F)cc3)c2c1=O | ?
O=C(NC(c1ccccc1)c1ccc(Br)cc1)C(c1ccccc1)C1CCCC1 (stereo not given) | 8%
O[C@H]1CC[C@@H](Cc2cc(COc3ccccc3)on2)O[C@@H]1CNC1CCOCC1 | 127%[activator][86.2 µM]
CC(C)CNc1nc2c(c(=O)n(Cc3cccc(Cl)c3)c(=O)n2C)n1C | -13%
CCOC(=O)C1CCCN(C(=O)c2nn(-c3ccc(C)cc3)c(=O)c3c2c2ccccc2n3C)C1 (stereo not given) | -13%
O=c1c(Cl)c(Oc2cccc(F)c2)cnn1-c1ccc(C(F)(F)F)cn1 | 11%

Screens as filed in PubChem.
